POLK inh = DNA polymerase kappa (human) inhibition | Q9UBT6 | purified Pol kappa, fluorescent DNA synthesis assay, 10 min | Potency, µM (series often up to 107 µM), without a hit: at the highest dose activity, negative = inhibition, hits mostly inhibitors | 400,000 tested, 0.53% active; also: potency is read from the fitted curve at half-maximal effect; % is scaled to controls: 0 for no effect and ±100 for the full control effect
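Kinetic fluorescence readout at 0 and 10 min followed reaction start with substrate at 50 nM final. Beforehand, enzyme (10 nM Pol kappa) stood 15 min with compound at room temperature; buffer-only wells were negative controls.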
Apoferritin bind = binds horse apoferritin like a general anesthetic. P02791. apoferritin/1-aminoanthracene competitive binding, fluorescence. Potency, µM (highest dose often 77.5 µM), inactives show at the top dose activity change, negative = displacement, hits mostly inhibitors. 350,000 tested, 0.074% active. AID 485281; also: potency is read from the fitted curve at half-maximal effect; % is scaled to controls: 0 for no effect and ±100 for the full control effect; nearly all actives have a fitted effect of over 20% in size
Target sequence (P02791 2-175 limits assumed): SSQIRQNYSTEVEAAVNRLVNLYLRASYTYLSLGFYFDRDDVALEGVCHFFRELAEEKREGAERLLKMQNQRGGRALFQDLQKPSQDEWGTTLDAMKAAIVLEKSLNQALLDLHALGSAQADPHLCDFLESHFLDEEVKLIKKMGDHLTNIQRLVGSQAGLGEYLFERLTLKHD
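Concentration-response curves derived by four-parameter Hill fitting of normalized fluorescence, where compounds displaced 1-AMA from 10 uM horse apoferritin following a brief 10 min room-temperature incubation; propofol titration acted as positive control.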
Pol iota inh = DNA polymerase iota (human) inhibition; Q9UNA4; Pol iota fluorescent replication assay, 10 min; Potency, µM (titrated, usually from 115 µM), for the others: at the top dose activity, negative = inhibition, actives largely listed as inhibitors; 390,000 tested, 1% active; AID 588590; also: potency is read from the fitted curve at half-maximal effect
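Pol iota at 10 nM preincubated 15 min with compounds at room temperature; reaction started with fluorescent substrate, 50 nM final. Fluorescence read kinetically at 0 and 10 min; buffer-only wells as negative control.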
POLB inh = blocks human DNA polymerase beta activity | Pol beta primer extension/strand displacement, fluorescence kinetic | P06746 | AID 485314 | Potency, µM (titrated, usually from 114 µM), for the others: top-dose activity change, negative = inhibition, most hits filed as inhibitors | 340,000 tested, 1.3% active; also: potency is read from the fitted curve at half-maximal effect; % is scaled to controls: 0 for no effect and ±100 for the full control effect
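Preincubation: enzyme (10 nM) with compound, 15 min, RT. Reaction: substrate added to 50 nM final. Reads: 0 and 10 min. Analysis: normalized, Hill fit.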
APEX1 inh = blocks human APE1 abasic DNA cleavage. P27695. recombinant APE1, TAMRA/BHQ-2 abasic DNA cleavage fluorescence. Potency, µM (doses to about 65.8 µM), inactives show at the top dose activity change, negative = inhibition, usual class: inhibitors. 350,000 tested, 0.35% active;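 also: potency is read from the fitted curve at half-maximal effect; plate controls were vehicle for no effect and reference inhibitor for full effect; nearly all actives have a fitted effect of over 55% in size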
Target sequence (P27695 whole entry, looked up): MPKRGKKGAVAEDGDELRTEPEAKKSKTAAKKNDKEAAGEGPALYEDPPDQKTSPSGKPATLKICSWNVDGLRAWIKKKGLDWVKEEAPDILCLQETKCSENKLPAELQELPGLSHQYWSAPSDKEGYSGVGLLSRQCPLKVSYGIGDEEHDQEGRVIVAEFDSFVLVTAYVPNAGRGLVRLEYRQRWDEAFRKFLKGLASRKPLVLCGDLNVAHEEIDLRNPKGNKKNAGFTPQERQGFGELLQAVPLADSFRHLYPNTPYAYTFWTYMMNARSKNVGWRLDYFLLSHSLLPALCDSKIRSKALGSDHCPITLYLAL
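Readout is kinetic fluorescence (ex 525, em 598 nm) from cleavage of 50 nM TAMRA/BHQ-2 THF abasic duplex by 0.75 nM APE1, compound added 15 min beforehand at RT.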
TRHR agonist = activates the human TRH receptor; P34981; TRHR cells, calcium flux fluo-8, FDSS agonist mode; activation, % at 2 µM; 360,000 tested, 0.18% active; AID 493084; in the data active = activation above about 30%; also: 0% is about no effect
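TRHR-expressing cells, plated overnight in medium with 10% serum, were loaded with fluo-8 calcium dye at room temperature. After a 10 s baseline, library compound was pin-added and calcium release was recorded kinetically (ex 480/em 530) as agonist response.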
12-LOX inh = inhibitors of human 12S-lipoxygenase ALOX12; 580,000 tested, 1.1% active; P18054; purified 12hLO, xylenol orange hydroperoxide absorbance; Potency, µM (doses to about 108 µM), for inactives: at the highest dose activity change, negative = inhibition, usual class: inhibitors; also: potency is read from the fitted curve at half-maximal effect; % is scaled to controls: 0 for no effect and ±100 for the full control effect
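Hydroperoxide product was detected by ferrous iron/xylenol orange as the 573 to 405 nm absorbance ratio. Arachidonic acid at 40 uM (final) was turned over for 30 min at room temperature by 150 nM human 12hLO, pH 7.0 Hepes buffer, after 15 min compound preincubation.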
BLM helicase inh = inhibitors of human Bloom syndrome helicase BLM; recombinant BLM DNA unwinding, fluorescence dequenching; 350,000 tested, 0.2% active; Potency, µM (series often up to 56.1 µM), inactives show at the highest dose activity change, negative = inhibition, actives largely listed as inhibitors;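 also: potency is read from the fitted curve at half-maximal effect; plate controls were vehicle for no effect and no enzyme for full effect; nearly all actives have a fitted effect of over 35% in size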
ERG-DNA inh = ERG Ets/DNA interaction inhibition | Potency, µM (highest dose often 76.9 µM), for inactives: top-dose FP activity, negative = inhibition, actives largely listed as inhibitors | AID 624246 | fluorescence polarization, His-ERG Ets domain / labelled DNA | 370,000 tested, 0.028% active | P11308; active = well fitted inhibition curve with a large enough effect in the polarisation, with a control signal flat; inconclusive = small, poorly fitted or top-dose-only effect, or effect the other way, or a change in a side signal; inactive = no such curve, though single readings can be large or run the other way; the % refers to the polarisation;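 also: polarization taken with two DNA probes labelled with fluorescein and Texas red; potency is read from the fitted curve at half-maximal effect; % of control where 0% means no effect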
Target sequence (P11308 whole entry, looked up, the tested form may be a part): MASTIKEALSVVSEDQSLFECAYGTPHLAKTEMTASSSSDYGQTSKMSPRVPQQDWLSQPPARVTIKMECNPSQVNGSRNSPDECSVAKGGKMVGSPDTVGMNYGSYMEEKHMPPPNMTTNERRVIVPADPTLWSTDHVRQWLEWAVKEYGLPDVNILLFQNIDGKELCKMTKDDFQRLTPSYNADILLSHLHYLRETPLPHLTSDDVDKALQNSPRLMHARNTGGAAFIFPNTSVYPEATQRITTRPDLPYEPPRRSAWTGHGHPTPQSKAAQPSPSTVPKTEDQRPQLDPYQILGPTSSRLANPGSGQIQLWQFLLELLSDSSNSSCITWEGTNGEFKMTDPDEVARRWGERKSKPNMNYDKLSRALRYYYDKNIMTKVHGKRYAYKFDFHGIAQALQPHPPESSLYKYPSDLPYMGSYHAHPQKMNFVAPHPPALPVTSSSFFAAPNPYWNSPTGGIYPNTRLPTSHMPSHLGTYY
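His-tagged ERG Ets domain (1 uM in the protein solution; 300mM KCl, 50mM Tris-HCl, 1mM EDTA, 1mM DTT, pH 7.5) received compound, then a probe mix of 5 nM fluorescein-DNA and 100nM Texas-615-DNA. Fluorescence polarization was read for both dyes.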
* = called active by the depositor; ? = inconclusive; nt = no result given; & = joins results of further samples; [ ] = dose if it differs, or a comment. Unless noted, calls follow the shape of the dose curve; as a rule, active = well fitted curve in the direction sought with a large enough effect; inconclusive = small, poorly fitted or top-dose-only effect, or another doubt; inactive = no such curve, though single readings can be large; an effect the other way counts as inactive or inconclusive. An excerpt; count on the stated rates, not on these rows.

Letter code – A = POLK inh; B = Apoferritin bind; C = Pol iota inh; D = POLB inh; E = APEX1 inh; F = TRHR agonist; G = 12-LOX inh; H = BLM helicase inh; I = ERG-DNA inh
CCOC(=O)c1nn(-c2ccccc2)c(=O)c2c(N)scc12
  A: -1% | B: -21% | C: ? | D: -8% | E: -1% | F: -0.7 | G: 35µM* | H: -7% | I: -10%
Cc1cc(C(F)F)n2nc(C(=O)Nc3ccc(S(=O)(=O)N4CCCC4)cc3)nc2n1
  A: 6% | B: -11% | C: -1% | D: 2% | E: 13% | F: -1.1 | G: -23% | H: 3% | I: 15%
CCNc1ncc2nc(-c3ccc(F)cc3)c(=O)n(Cc3ccc(F)cc3)c2n1
  A: -4%[60.1 µM] | B: nt | C: nt | D: nt | E: ? | F: nt | G: ? | H: 3% | I: nt
COc1ccc(C2C(C(=O)Nc3cccnc3)=C(C)Nc3nc(-c4cccs4)nn32)cc1OC (centres undefined)
  A: 0% | B: -8% | C: -6% | D: 5% | E: 10% | F: -0.7 | G: 166%[activator] | H: 0% | I: -4%
CCN(CC)C(=O)CSc1nc2c(sc(=S)n2-c2ccccc2)c(=O)[nH]1
  A: -20% | B: -4% | C: 9% | D: -20% | E: -4% | F: 0.5 | G: -15% | H: -10% | I: -2%
Cc1ccc(S(=O)(=O)N2CCN(C(=O)c3ccc(N4CCC(C)CC4)c([N+](=O)[O-])c3)CC2)cc1
  A: 1% | B: nt | C: 20% | D: nt | E: nt | F: nt | G: 181%[activator] | H: nt | I: 14%[15.4 µM]
O=C(NNC(=S)Nc1ccc(F)c(Cl)c1)c1ccccc1Br
  A: -10% | B: -11% | C: 27% | D: ? | E: 0% | F: 0.3 | G: ? | H: -6% | I: 0%
COc1ccc(N2CCN(c3oc(/C=C/c4cc(OC)c(OC)c(OC)c4)nc3C#N)CC2)cc1
  A: -2% | B: 40%[activator] | C: 11% | D: 34% | E: nt | F: 0.1 | G: -16% | H: -4% | I: 6%
C/C(=N\NS(C)(=O)=O)c1ccccc1
  A: -2% | B: -21% | C: 30% | D: 18% | E: -2% | F: -0.5 | G: -15% | H: 1% | I: -17%
O=C1[C@@H]2Cc3ccccc3CN2C(=O)N1c1cccc(F)c1
  A: -7% | B: -15% | C: 24% | D: 9% | E: -3% | F: 0.0 | G: -7% | H: -1% | I: -6%
COc1ccc(C2c3c(n(C)c4ccccc34)C(=O)N2CC(=O)Nc2cccc(Cl)c2)cc1 (centres undefined)
  A: -11% | B: -11% | C: -16% | D: 11% | E: nt | F: 1.6 | G: ? | H: -8% | I: 1%
COc1ccc(OC)c(Nc2nc(NCCO)c3ccccc3n2)c1
  A: -12% | B: -11% | C: 20% | D: ? | E: -21% | F: -0.8 | G: ? | H: -27% | I: 11%
O=[N+]([O-])c1ccn(-c2nc(-c3ccccc3)cc(C(F)(F)F)n2)n1
  A: -4% | B: -10% | C: 17% | D: 12% | E: 4% | F: -0.5 | G: 0% | H: -3% | I: -4%
CN(C)CCNC(=O)C(=O)NCC(c1ccc2c(c1)OCO2)N1CCOCC1 (centres undefined)
  A: -2%[60.1 µM] | B: 5% | C: 6% | D: 12% | E: nt | F: 0.8 | G: -25% | H: -1% | I: 4%
CN1C(=O)/C(=C/c2ccc3c(c2)OCO3)N=C1c1ccccc1
  A: -7% | B: -1% | C: -5% | D: 22% | E: 12% | F: 1.9 | G: 3% | H: -4% | I: -4%

Carrying on.
Value order – POLK inh | Apoferritin bind | Pol iota inh | POLB inh | APEX1 inh | TRHR agonist | 12-LOX inh | BLM helicase inh | ERG-DNA inh
COc1ccc(CN(Cc2cc3cccc(C)c3n3nnnc23)C(=O)N2CCOCC2)cc1
  -1% | -5% | -2% | -6% | -1% | -0.6 | -2% | -3% | 13%
CC(=O)c1ccc(NS(=O)(=O)c2ccc3c(c2)N(C(C)=O)CCO3)cc1
  8% | -4% | 0% | -3% | -1% | 1.2 | 12% | 0% | 4%
Cc1ccc(-c2nnc(SCC(=O)CC(=O)Nc3ccccc3)n2C)cc1
  -11% | 4% | 6% | -10% | -4% | -0.5 | 0% | 0% | -17%
C=CCNC(=S)NNC(=O)c1ccc(Br)cc1
  2% | -2% | 24% | 0% | 6% | -1.2 | 15% | -1% | -4%
NNc1nc2sc3c(c2c(=O)n1-c1ccccc1)CCCC3
  -9% | -18% | -11% | -1% | -2% | 0.0 | 72%[activator] | -8% | -15%
O=C1Cc2cc(S(=O)(=O)N3CCN(c4cccc(Cl)c4)CC3)ccc2N1
  -19%&-23% | -22%&-22% | ? | 3%&-23% | 58%[activator] | 0.9&0.4 | -5%&-14% | -2%&-3% | -2%&4%
COc1ccc(S(=O)(=O)c2c(O)c3ccc(C(=O)Nc4cccc(F)c4)cc3[nH]c2=O)cc1
  -19% | -2% | ? | 36% | 5% | 1.1 | -23% | -10% | 8%
O=C(CNC(=O)c1ccccc1)NCCc1ccc(O)c(O)c1
  nt | -11% | nt | -4% | 28% | -0.3 | ? | -8% | nt
CN(CCc1ccccn1)C(=S)NC(=O)c1ccco1
  -1%[60.1 µM] | -1% | 3% | 1% | -3% | 0.4 | ? | 2% | -6%
Cc1ccc(COC(=O)c2ccc3ccccc3n2)cc1
  -1% | -1% | 3% | 2% | 18%[12.4 µM] | 0.1 | 16% | -5% | -12%
CCN(CC)S(=O)(=O)c1ccc(C(C)NCC(=O)Nc2ccccc2C(=O)NC2CC2)cc1 (centres undefined)
  -9% | nt | 24% | nt | 3% | -0.1 | -30% | nt | -5%
O=C1C(Cl)=C(Nc2ccc(O)cc2)C(=O)c2ccccc21
  -16% | 0% | 119%[activator] | -21% | -3% | 0.5 | 0% | -20% | 3%
CCOC(=O)NC(Nc1nc2ccccc2s1)(C(=O)OCC)C(F)(F)F (centres undefined)
  1% | ? | 21% | 18% | -4% | -3.1 | -22% | -7% | 2%
COc1ccc(Br)cc1CN1CCN(Cc2c[nH]c3ccccc23)CC1
  5% | -12% | 70%[activator] | 16% | -7% | 3.5 | ? | 3% | 8%
Cc1cc(C)cc(OCC(=O)Nc2ccc(N3CCOCC3)cc2N2CCOCC2)c1
  -12% | nt | 20% | nt | -20% | -0.4 | ? | nt | 28µM*

Additional structures
Value order – POLK inh | Apoferritin bind | Pol iota inh | POLB inh | APEX1 inh | TRHR agonist | 12-LOX inh | BLM helicase inh | ERG-DNA inh
Cc1cccc(C)c1OCCOC(=O)c1cccc(S(=O)(=O)N2CCOCC2)c1
  -5% | nt | -22% | nt | 18% | 0.1 | 0% | nt | -3%
COc1cccc(NC(=O)Nc2ccc3c(c2)OCO3)c1
  -5% | -6% | -11% | 17% | 6% | -0.1 | 4% | -4% | -2%
O=C(Nc1ccc(C(=O)N2CCOCC2)cc1)c1cccc([N+](=O)[O-])c1
  -10% | -12% | 17% | 2% | 1% | -0.4 | -5% | -4% | -10%
CCS(=O)(=O)Nc1cc2c3c(c1)CCN3C(=O)CC2
  79µM* | 12% | 25µM* | 7% | -17% | 0.5 | 4% | -1% | 2%
O=C(CSC1=NNC(c2ccccn2)S1)Nc1ccc(C(F)(F)F)cc1 (centres undefined)
  0% | 1% | 69%[activator] | 3% | 3% | 1.0 | 2% | -1% | 0%
Cc1cc(C)c(C(=O)COC(=O)C2CCN(c3ccc(C(F)(F)F)cn3)CC2)cc1C
  -17% | nt | 7% | nt | -4% | 2.2 | -8% | nt | -4%
O=C(NCCc1cn2ccsc2n1)C1CCCCC1
  -3% | -1% | 14% | 0% | 0% | 0.0 | 13% | -1% | 6%
COc1ccc(C2(c3ccc(OC)cc3)NC(=O)N(CC(=O)NCC(F)(F)F)C2=O)cc1
  -12% | 0% | 136%[activator] | 28% | -18% | 1.6 | -8% | -2% | -1%
O=C(CSc1ccc(-c2ccco2)nn1)Nc1cccc(F)c1
  -24% | -20% | ? | -29% | 10% | -1.0 | 115%[activator] | 0% | -6%
Cc1cccc(C)c1NC(=O)C(NC=O)c1ccc(N(C)C)cc1 (centres undefined)
  -11% | -7% | -6% | 17% | -1% | -0.1 | 0% | -1% | -6%

Reformatted as comma-separated lines: entries from further up.
SMILES,POLK inh,Apoferritin bind,Pol iota inh,POLB inh,APEX1 inh,TRHR agonist,12-LOX inh,BLM helicase inh,ERG-DNA inh
CCOC(=O)NC(Nc1nc2ccccc2s1)(C(=O)OCC)C(F)(F)F (centres undefined),1%,?,21%,18%,-4%,-3.1,-22%,-7%,2%
COc1ccc(Br)cc1CN1CCN(Cc2c[nH]c3ccccc23)CC1,5%,-12%,70%[activator],16%,-7%,3.5,?,3%,8%
Cc1cc(C)cc(OCC(=O)Nc2ccc(N3CCOCC3)cc2N2CCOCC2)c1,-12%,nt,20%,nt,-20%,-0.4,?,nt,28µM*
Cc1cccc(C)c1OCCOC(=O)c1cccc(S(=O)(=O)N2CCOCC2)c1,-5%,nt,-22%,nt,18%,0.1,0%,nt,-3%
COc1cccc(NC(=O)Nc2ccc3c(c2)OCO3)c1,-5%,-6%,-11%,17%,6%,-0.1,4%,-4%,-2%
O=C(Nc1ccc(C(=O)N2CCOCC2)cc1)c1cccc([N+](=O)[O-])c1,-10%,-12%,17%,2%,1%,-0.4,-5%,-4%,-10%
CCS(=O)(=O)Nc1cc2c3c(c1)CCN3C(=O)CC2,79µM*,12%,25µM*,7%,-17%,0.5,4%,-1%,2%
O=C(CSC1=NNC(c2ccccn2)S1)Nc1ccc(C(F)(F)F)cc1 (centres undefined),0%,1%,69%[activator],3%,3%,1.0,2%,-1%,0%
Cc1cc(C)c(C(=O)COC(=O)C2CCN(c3ccc(C(F)(F)F)cn3)CC2)cc1C,-17%,nt,7%,nt,-4%,2.2,-8%,nt,-4%
O=C(NCCc1cn2ccsc2n1)C1CCCCC1,-3%,-1%,14%,0%,0%,0.0,13%,-1%,6%
